High-throughput results from PubChem.
tim10-1 inh – inhibits growth of tim10-1 mutant yeast. AID 463190. inhibition, % at 20 µM. S. cerevisiae tim10-1 ts strain growth, BacTiter-Glo, 24 h. 2.2% of 330,000 active;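 active = inhibition of at least 40%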;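 note: mutant grown at 25 °C; 0% = DMSO wells with yeast and 100% = wells holding no yeast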
tim23-1 inh – growth inhibitors of tim23-1 mutant yeast; 1.3% of 330,000 active; S. cerevisiae tim23-1 growth, BacTiter-Glo luminescence, 24 h; AID 463212; inhibition, % at 20 µM;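 active = growth inhibition of the mutant yeast at or above 50%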;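 note: temperature-sensitive mutant grown at 25 °C; plate controls were DMSO-treated mutant yeast for no effect and medium wells lacking yeast for full effect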
Mdm2-MdmX inh – human Mdm2/MdmX binding inhibition | O15151+Q00987 | SaOS-2 split-luciferase Mdm2/MdmX complementation, luminescence | inhibition, % at 8 µM | 3% of 330,000 active;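 active = inhibition of at least 50% at 8 µM in the primary screen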
Target sequence (O15151 whole entry, looked up): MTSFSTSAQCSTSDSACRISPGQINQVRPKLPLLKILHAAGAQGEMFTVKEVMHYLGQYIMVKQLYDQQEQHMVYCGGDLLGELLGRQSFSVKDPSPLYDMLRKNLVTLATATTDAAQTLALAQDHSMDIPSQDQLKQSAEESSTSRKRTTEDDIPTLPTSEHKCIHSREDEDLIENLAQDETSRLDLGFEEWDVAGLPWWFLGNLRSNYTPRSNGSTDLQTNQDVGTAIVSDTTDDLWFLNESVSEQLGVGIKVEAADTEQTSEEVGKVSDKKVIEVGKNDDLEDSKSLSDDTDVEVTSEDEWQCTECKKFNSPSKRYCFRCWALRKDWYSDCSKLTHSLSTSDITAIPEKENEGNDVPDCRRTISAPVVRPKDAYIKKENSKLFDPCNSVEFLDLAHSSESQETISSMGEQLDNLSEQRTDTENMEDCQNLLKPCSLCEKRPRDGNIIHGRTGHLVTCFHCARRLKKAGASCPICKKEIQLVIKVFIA
Target sequence (Q00987 whole entry, looked up): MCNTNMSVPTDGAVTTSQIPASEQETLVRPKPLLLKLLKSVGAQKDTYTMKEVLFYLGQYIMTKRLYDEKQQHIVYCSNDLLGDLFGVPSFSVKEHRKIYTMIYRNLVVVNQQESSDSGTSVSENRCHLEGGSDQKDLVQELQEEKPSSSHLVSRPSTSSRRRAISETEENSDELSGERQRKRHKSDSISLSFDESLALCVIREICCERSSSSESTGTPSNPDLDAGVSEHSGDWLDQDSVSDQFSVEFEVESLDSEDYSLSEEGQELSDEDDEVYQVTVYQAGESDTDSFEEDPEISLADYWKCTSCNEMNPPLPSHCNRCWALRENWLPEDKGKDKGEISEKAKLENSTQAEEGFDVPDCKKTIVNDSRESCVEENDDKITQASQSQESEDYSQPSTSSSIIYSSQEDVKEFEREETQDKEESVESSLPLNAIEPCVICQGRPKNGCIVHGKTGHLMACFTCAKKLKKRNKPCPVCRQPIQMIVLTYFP
APJ antag – blocks the human apelin receptor APJ | P35414 | CHO-K1 APJ beta-arrestin complementation, luminescence | inhibition, % at 20 µM | 0.32% of 330,000 active;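 active = inhibition above about 40% at 20 µM, limit read from the data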;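 note: cells challenged with 10 nM apelin-13 agonist together with compound; plate controls were apelin-13 plus DMSO wells for no effect and DMSO wells lacking apelin-13 for full effect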
UPR CHOP act – activators of apoptotic arm of unfolded protein response (CHOP); CHO-CHOP luciferase reporter, UPR activation, luminescence; percent of tunicamycin response over DMSO baseline; activation, % at 10 µM; 0.34% of 330,000 active; AID 449763;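 active = at 10 µM dose, activation of 40% or more, normalized to positive control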;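 note: 100% = tunicamycin at 10 µg/mL and 0% = DMSO alone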
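Test system: CHO CHOP reporter cells. Input: 500 CHO-CHOP cells per well. Medium: F12 with 10% FBS. Technique: luciferase luminescence. Measure: percent activation relative to tunicamycin control. Dosing: 10 µM compound, 0.5% DMSO. Timing: 16-18 h cell attachment, then 6 h compound exposure, 37 °C.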
APJ ag – agonists of human APJ apelin receptor | P35414 | CHO-K1 APJ PathHunter beta-arrestin, luminescence; 0% DMSO wells, 100% apelin | activation, % at 20 µM | 0.11% of 330,000 active;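 active = activation more than six SD over the plate average, tested at 20 µM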;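 note: 0% = DMSO alone and 100% = apelin-13 at 10 nM; some results filed as inactive read as strong as hits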
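Assay system: CHO-K1 cells stably expressing ProLink-tagged human APJ and arrestin–beta-gal acceptor. Compound dosing: 20 µM single point, 1% DMSO. Times: 16-18 h seeding, 90 min dark compound exposure, 60 min detection. Detection: beta-gal luminescence. Evaluation: APJ–arrestin association signal. Controls: negative DMSO alone, positive Apelin-13 at 10 nM.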
TIM10 inh – growth inhibitors of TIM10 yeast strain; S. cerevisiae TIM10 strain growth, BacTiter-Glo luminescence, 24 h; inhibition, % at 10 µM; 1.4% of 330,000 active; AID 463195;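 active = inhibition of 40% or more at the single tested concentration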;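 note: wild-type TIM10 isogenic control strain grown at permissive 25 °C; 0% = DMSO yeast wells and 100% = minimal medium wells without yeast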
XBP1 UPR activ – adaptive UPR (XBP1) activation; 0.33% of 330,000 active; activation, % at 20 µM; CHO-XBP1 luciferase reporter, IRE1-XBP1 UPR activation, luminescence; percent of tunicamycin response, DMSO as zero;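 active = versus positive control, 20 µM dose yields 30% or more activation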;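 note: 100% = tunicamycin at 10 µg/mL and 0% = DMSO only wells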
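Material: CHO cell line with stable XBP1 luciferase reporter; schedule: 16-18 h cell attachment at 37 °C, then 6 h compound exposure; signal: glow luminescence from Steady-Glo reagent; medium: serum-containing F12 medium, 10% FBS; benchmarks: tunicamycin 10 µg/mL and vehicle-only wells; read-out: percent activation relative to tunicamycin reference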
CXCR6 block – inhibitors of human CXCR6 receptor; O00574; CHO-K1 PathHunter CXCR6 beta-arrestin, luminescence; inhibition, % at 20 µM; 0.36% of 360,000 active; AID 602244; in the data active = inhibition above about 34%, passing the limit was not always enough;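 note: antagonist mode with CXCL16 agonist at 10 nM final; 0% = 10 nM CXCL16 with DMSO and 100% = unstimulated wells without agonist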
Starred values were filed as active, the others as inactive; / = not tested or not shown. An excerpt; count on the stated rates, not on these rows.

No. | SMILES | tim10-1 inh | tim23-1 inh | Mdm2-MdmX inh | APJ antag | UPR CHOP act | APJ ag | TIM10 inh | XBP1 UPR activ | CXCR6 block
1 | Cc1cc(NC(=O)CSc2nnc(C(C)N(C)C)n2Cc2ccccc2)no1 (stereo unspecified) | 14 | 8 | 2 | 7 | 1.7 | -5 | 14 | -1 | 10
2 | Nc1ccc(C23CC4CC(CC(CO)(C4)C2)C3)cc1 | 13 | 16 | 10 | 13 | -1.2 | -1 | 15 | -1 | 0
3 | O=C(Nc1ccc(NC(=O)C23CC4CC(CC(C4)C2)C3)cn1)c1ccco1 | 3 | -16 | -58 | -3 | 3.8 | -5 | -24 | 2 | 1
4 | COc1ccc(-c2csc(N3CCC(c4ccccc4)C3)n2)cc1 (stereo unspecified) | 28 | 7 | -75 | -6 | 3.0 | -5 | 13 | 1 | -1
5 | O=C(C1CCCN(S(=O)(=O)c2cccnc2)C1)N1CCn2c1nc1ccccc12 (stereo unspecified) | 6 | 10 | 22 | -27 | 0.9 | -2 | 8 | -2 | -1
6 | Cc1ccc(N(CC(=O)NC2CCCC2)C(=O)CNC(=O)c2cccs2)c(C)c1 | -2 | -5 | 21 | 8 | 0.6 | -1 | -7 | -3 | -2
7 | O=S(=O)(c1cccc2cccc(Cl)c12)N1CCCC1 | 21 | 17 | 10 | 15 | -2.3 | -3 | 20 | 4 | 0
8 | O=C(O)c1cc(-c2cccs2)nn1-c1ccccc1 | 4 | 3 | 8 | -16 | -1.5 | 0 | -18 | 1 | -1
9 | CCOc1ccc(S(=O)(=O)NCCc2cn3ccccc3n2)cc1 | 2 | 9 | 36 | 24 | -0.2 | -3 | 9 | -5 | -9
10 | COc1ccc(N2CCN(C(=O)CCS(=O)(=O)c3ccc(OC)cc3)CC2)cc1 | 21 | 15 | 18 | -2 | -2.3 | -1 | 9 | -2 | -4
11 | Cc1ccc(CNC(=O)CC(C)S(=O)(=O)c2cc3c(cc2C)NC(=O)CO3)cc1 (stereo unspecified) | 7 | 10 | 5 | -10 | -1.3 | -4 | 2 | -3 | -4
12 | COc1cc(NC(=O)CCN2CCN(c3ccccc3F)CC2)cc(OC)c1 | 22 | 22 | -11 | 3 | 1.2 | 4 | 26 | -1 | -2
13 | Fc1ccc(-c2nnc(SCc3ncc(-c4ccccc4)o3)n2CC2CCCO2)cc1 (stereo unspecified) | 16 | 27 | -2 | 12 | -0.8 | 4 | -8 | -1 | 10
14 | Cc1[nH]c2ccccc2c1C(=O)CSc1ncn[nH]1 | 9 | 5 | 9 | 21 | 1.0 | 1 | 8 | -2 | -3
15 | CC(C)c1ccccc1OCCCN1CCCC1 | 3 | -4 | 11 | 15 | 3.2 | -2 | -21 | -4 | 4
16 | Clc1ccccc1-c1nnc2sc(C3COc4ccccc4O3)nn12 (stereo unspecified) | 24 | 44 | -12 | 5 | 1.4 | -3 | 22 | 4 | 0
17 | CC12CCC(=O)N1C(C(=O)Nc1nc(-c3ccc(F)cc3)cs1)CS2 (stereo unspecified) | -6 | -4 | 13 | -77 | 0.6 | 4 | -11 | 0 | -3
18 | CC(=O)N1CCN(S(=O)(=O)c2ccc3c(c2)CCC(=O)N3)CC1 | -8 | -15 | 13 | -6 | 1.3 | -5 | -1 | -5 | 2
19 | O=S(=O)(/C=C/c1ccccc1)Oc1ccccc1 | 31 | 22 | 76* | 3 | 0.4 | -3 | 22 | 2 | -4
20 | Cc1csc(SC(C)C(=O)NCC2CCCO2)n1 (stereo unspecified) | 12 | 23 | 4 | 3 | 2.0 | 5 | -2 | -1 | -4
21 | Oc1c(C(Nc2ccccn2)c2ccccn2)ccc2cccnc12 (stereo unspecified) | 32 | 37 | 53* | 26 | 59* | -8 | 22 | 15 | 22
22 | COc1ccc2[nH]c(=O)c(CN(Cc3cccnc3)Cc3nnnn3CC3CCCO3)cc2c1 (stereo unspecified) | 18 | 6 | -22 | 0 | 0.4 | -4 | -3 | -2 | 4
23 | CC(Oc1ccccc1Cl)C(=O)Nc1ccc(S(=O)(=O)Nc2nccs2)cc1 (stereo unspecified) | -7 | 2 | 2 | 10 | -0.9 | 8 | 1 | -1 | -7
24 | Cc1ccc(NC(=O)Cn2cnc3sc(C(=O)NCCN(C)C)c(C)c3c2=O)cc1Cl | -3 | -7 | 22 | 8 | 0.0 | 1 | -3 | 0 | /
25 | Cc1nc2ncnn2c(C)c1Cc1cccc(F)c1 | -3 | 6 | 7 | -4 | -2.0 | -3 | 3 | 0 | 2
26 | Cc1[nH]c2ccccc2c1C(=O)C(=O)N1CCCc2ccccc21 | 27 | 30 | 6 | 0 | 3.4 | -1 | 22 | -3 | 10
27 | COc1ccc(/C(N)=N/OC(=O)c2ccc(C)c([N+](=O)[O-])c2)cc1OC | 21 | 26 | 0 | -76 | 0.0 | 11 | 21 | 3 | -5
28 | COc1cc(/C=N/NC(=O)C(=O)N2CCCC2)ccc1O | 7 | -7 | 6 | 11 | -2.6 | -1 | 9 | -5 | 9
29 | O=C(O)c1cc(S(=O)(=O)NCCN2CCNC2=O)ccc1O | 5 | -10 | -33 | -11 | 0.2 | 0 | 6 | -2 | -10
30 | Cc1cc(C)n(C(=O)CCCCCCCCC(=O)n2nc(C)cc2C)n1 | 13 | 1 | 32 | 4 | 0.9 | -3 | 6 | 3 | 0
31 | COC(=O)[C@H](CC(C)C)N(Cc1ccccc1)S(=O)(=O)N(Cc1ccc(OC)cc1)[C@@H](CC(C)C)C(=O)OC | 18 | 28 | 29 | 26 | 7.1 | -2 | 11 | -1 | 6
32 | Cc1ccc2cc3cc(C(=O)NCc4ccc5c(c4)OCO5)oc3nc2c1 | -14 | -12 | 68* | -13 | 2.1 | -7 | -11 | 1 | -2
33 | CCCCCCC(=O)Nc1ccc(Cl)cn1 | 7 | 8 | -33 | 12 | 3.8 | -3 | -9 | 4 | 1
34 | COc1ccc(CCNC(=O)c2ccc(OC)c(OC)c2)cc1OC | -6 | -10 | 1 | -12 | -2.6 | 1 | -4 | -4 | 4
35 | CCn1c(SCC(=O)Nc2ccc(OC)cc2)nc2nc3c(cc2c1=O)COC(C)(C)C3 | 1 | -2 | -3 | -5 | -1.2 | -2 | -5 | 1 | -5
36 | O=C(CCCOc1ccc(Cl)cc1Cl)N/N=C/c1ccco1 | 34 | 42 | -5 | 9 | 1.7 | -1 | 20 | 1 | -11
37 | CC(C)(C)C1=NN(C(=O)c2ccccc2)C(O)(C(C)(C)C)C1 (stereo unspecified) | 16 | 23 | 9 | 33 | -1.0 | 2 | -4 | 2 | -12
38 | Cc1ccc2cc(CN(CC(C)C)S(=O)(=O)c3cccc4nonc34)c(=O)[nH]c2c1 | 14 | 14 | 18 | -12 | -0.2 | 8 | 17 | -4 | 11
39 | Cc1ccc(C(=O)C2CCN(CC(=O)Nc3ccc(N(C)C)cc3)CC2)cc1 | 3 | 19 | 1 | -46 | -0.8 | -1 | 0 | -1 | 2
40 | CCOc1ccc(/C=C(\C#N)C(=O)c2c(C)[nH]c3ccccc23)cc1OC | 19 | 29 | 10 | 7 | 2.5 | -3 | 27 | -1 | 14
41 | CC(C)CC(=O)Nc1ccc(C(=O)NN2C(=O)c3ccccc3C2=O)cc1 | 12 | 5 | 16 | 14 | -0.1 | 2 | 4 | 1 | -2
42 | COc1ccc(/C=C2/SC(=S)N(NS(=O)(=O)c3ccc(C)cc3)C2=O)cc1 | 22 | 30 | 20 | 7 | 0.7 | -3 | 32 | 0 | 4
43 | Cc1ccc(NC(=O)CN2C(=O)CCS(=O)(=O)c3ccccc32)cc1Cl | 29 | 21 | -6 | 13 | 3.4 | -2 | 4 | -3 | -9
44 | CCNC(=S)NCCN1CCCCC1 | -22 | -4 | 31 | 14 | 2.0 | 5 | -6 | -2 | -37
45 | O=C(O)c1ccc(N/N=C/c2ccc(-c3ccc(Cl)cc3Cl)o2)cc1 | -32 | 24 | 15 | -4 | 8.3 | -2 | -49 | 14 | -22
46 | COc1ccc(/C=C/c2c(-c3ccc(OC)cc3)sc3ccc(N4CCOCC4)cc23)cc1 | -8 | 4 | 17 | -13 | -0.9 | 9 | 7 | -4 | 2
47 | COc1cc(OC)c(OC)cc1/C=N/NC(=O)c1cccc(S(=O)(=O)N2CCOCC2)c1 | 11 | 19 | -3 | -16 | -1.0 | 0 | 11 | -1 | 2
48 | O=C(COC(=O)c1ccc(F)c(S(=O)(=O)N2CCOCC2)c1)NC1CCCCC1 | 13 | 16 | 3 | 6 | -0.6 | -1 | 4 | -3 | -1
49 | O=C(COC(=O)c1cccc(F)c1)Nc1cccnc1Cl | 4 | 1 | 27 | 15 | 1.4 | -6 | -17 | -1 | -2
50 | N#Cc1ccc(OCc2noc(-c3ccsc3)n2)cc1 | -2 | 10 | -2 | 19 | 3.2 | 0 | 12 | 3 | -4
51 | O=C(CSc1nc2ncccc2[nH]1)NCc1ccco1 | 13 | 11 | -16 | 0 | 0.5 | -3 | -6 | -3 | -5
52 | COCCNC(=O)c1ccccc1-c1nc(-c2ccccc2OC)no1 | -6 | 10 | -5 | 16 | 0.8 | -1 | -9 | 0 | 1
53 | Cc1ccc(S(=O)(=O)N2CCCCC2)cc1NC(=O)CSc1nnc(C2CC2)n1C | -15 | -10 | -7 | 6 | 1.5 | 0 | -11 | -1 | -8
54 | CCc1ccccc1N1CN(Cc2ccco2)CNC1=S | 17 | 4 | -7 | -7 | -1.4 | -4 | -7 | -4 | 4
55 | CC(C)N(C(=O)CSc1nnc(NC(=O)c2cccs2)s1)C(C)C | 15 | 24 | 3 | 9 | -0.3 | -7 | 23 | 0 | -2
56 | O=C(COC(=O)c1cccc(OC(F)F)c1)Nc1ncccn1 | 13 | 8 | -23 | 6 | 2.9 | 1 | -4 | -4 | 4
57 | CCOC(=O)C1CCN(c2nc3cc(OC)ccc3cc2C#N)CC1 | 31 | 10 | 4 | 6 | -1.9 | 2 | 29 | 0 | -6
58 | Cc1ccc(S(=O)(=O)CC(=O)Nc2nnc(C)s2)cc1 | -6 | 3 | 8 | 22 | 1.7 | 0 | 12 | 1 | -13
59 | C/C(=N\NC(=O)CCCNc1ccc(C)cc1)c1ccccn1 | 9 | -66 | 62* | 7 | -2.7 | 0 | -16 | -2 | 21
60 | CCC1CCCCN1C(=O)COc1cccc2c1CCN(C)C2=O (stereo unspecified) | 15 | 8 | 7 | 10 | -0.7 | -1 | 10 | -1 | -4

Taken from above.
entry 51 @ APJ antag = 0
entry 46 @ APJ antag = -13

A second format for 2 compounds above:
56: O=C(COC(=O)c1cccc(OC(F)F)c1)Nc1ncccn1
  tim10-1 inh = 13
  tim23-1 inh = 8
  Mdm2-MdmX inh = -23
  APJ antag = 6
  UPR CHOP act = 2.9
  APJ ag = 1
  TIM10 inh = -4
  XBP1 UPR activ = -4
  CXCR6 block = 4

57: CCOC(=O)C1CCN(c2nc3cc(OC)ccc3cc2C#N)CC1
  tim10-1 inh = 31
  tim23-1 inh = 10
  Mdm2-MdmX inh = 4
  APJ antag = 6
  UPR CHOP act = -1.9
  APJ ag = 2
  TIM10 inh = 29
  XBP1 UPR activ = 0
  CXCR6 block = -6
